Screens (PubChem BioAssay)
STK33 inh – inhibitors of human STK33 kinase; Q9BYT3; purified STK33, MBP phosphorylation, ADP-Glo luminescence; inhibition, % at 10 µM; 320,000 compounds, 0.073% hits;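 active means inhibition at or above 25%, using the most active replicate where run in duplicate; inactive means inhibition below 25%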
Target sequence (Q9BYT3 whole entry, looked up): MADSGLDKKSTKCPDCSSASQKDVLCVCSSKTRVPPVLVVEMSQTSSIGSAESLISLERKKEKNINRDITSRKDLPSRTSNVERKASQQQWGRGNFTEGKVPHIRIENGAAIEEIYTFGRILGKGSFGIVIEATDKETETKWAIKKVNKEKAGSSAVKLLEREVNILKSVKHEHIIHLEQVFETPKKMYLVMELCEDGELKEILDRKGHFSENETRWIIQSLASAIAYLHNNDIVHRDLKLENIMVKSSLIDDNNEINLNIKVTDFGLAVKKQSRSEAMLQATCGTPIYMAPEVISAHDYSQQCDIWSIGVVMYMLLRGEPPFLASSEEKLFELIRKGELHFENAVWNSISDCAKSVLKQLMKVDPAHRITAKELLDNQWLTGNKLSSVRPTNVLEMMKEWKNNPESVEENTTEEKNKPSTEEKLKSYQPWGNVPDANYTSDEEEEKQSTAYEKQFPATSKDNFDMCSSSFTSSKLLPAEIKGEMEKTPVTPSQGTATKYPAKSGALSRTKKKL
Kir21 block – inhibitors of mouse Kir2.1 inward-rectifier potassium channel | P35561 | HEK293-Kir2.1, FluxOR thallium flux fluorescence; hits give low values | B-score at 10 µM | 310,000 compounds, 0.85% hits | AID 1672;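 active means fluorescence ratio B-score at or below minus 3 SD of library scores, with starting-brightness B-score within 2 SD, cut at about -4.2 in these data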;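 further: channel flux triggered by added potassium and thallium sulfate stimulus; B-score of peak minus minimum fluorescence over baseline after thallium stimulus; more negative B-score means stronger Kir2.1 block with less thallium influx; some compounds called inactive have numbers as strong as hits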
Target sequence (P35561 whole entry, looked up): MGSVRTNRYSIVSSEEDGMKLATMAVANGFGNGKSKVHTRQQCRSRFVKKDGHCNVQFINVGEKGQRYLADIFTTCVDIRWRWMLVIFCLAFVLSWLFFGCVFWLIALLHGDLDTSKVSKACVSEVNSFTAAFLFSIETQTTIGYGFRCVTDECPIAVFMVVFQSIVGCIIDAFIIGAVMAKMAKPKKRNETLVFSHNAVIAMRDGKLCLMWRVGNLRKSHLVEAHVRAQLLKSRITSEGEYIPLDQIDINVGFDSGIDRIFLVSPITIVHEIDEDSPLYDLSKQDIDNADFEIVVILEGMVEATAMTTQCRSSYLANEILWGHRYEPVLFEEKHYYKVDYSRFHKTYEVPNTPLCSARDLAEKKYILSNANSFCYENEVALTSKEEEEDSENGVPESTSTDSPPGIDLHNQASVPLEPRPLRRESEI
An asterisk follows results filed as active; · = no result given.

SMILES	STK33 inh	Kir21 block
Cc1cccc(C)c1NC(=O)COC(=O)CCc1c[nH]c2ccccc12	-1.2	·
CCOC(=O)c1ccc(Oc2coc3cc(O)ccc3c2=O)cc1	0.0	-0.04
CCCCNC(=O)c1ccc(CS(=O)(=O)c2ccc(C)cc2)o1	-1.4	-0.32
O=[N+]([O-])c1ccc(CSc2ccc(-c3ccccn3)nn2)cc1	-1.5	0.73
COc1ccc(C2C3=C(Nc4ncnn42)c2ccccc2CC3)cc1OC (stereo not given)	-0.8	2.98
COc1cccc(NC(=O)COC(=O)Cc2ccc(Br)cc2)c1	-0.2	0.85
CCC(C)NC(=O)COC(=O)c1ccc(Cl)cc1O (stereo not given)	-2.1	-0.58
COc1ccc(/C=N/NC(=O)CNC(=O)/C=C/c2ccco2)cc1OC	1.8	-0.17
Cc1ccc(NC2=C(Cl)C(=O)OC2OC(C)C)c(C)c1 (stereo not given)	-1.9	-1.91
CCOCC(=O)Nc1ccc(S(=O)(=O)NCC2CCCO2)cc1 (stereo not given)	0.6	0.42
COc1cc(NC(=O)c2ccc(NC3=NC4CS(=O)(=O)CC4S3)cc2)cc(OC)c1 (stereo not given)	-0.7	0.3
COc1cc(-c2noc(C)c2C#Cc2nccn2C)cc(OC)c1OC	3.2	-0.1
COc1ccc2[nH]c(=O)c(CN(C(=O)c3cccnc3)c3ccc(C)c(C)c3)cc2c1	0.2	-2.51
COCCNS(=O)(=O)c1cc(Br)ccc1OC	0.3	1.1
CCOC(=O)C1(CCOc2ccccc2)CCN(Cc2cc(OC)c(O)cc2Cl)CC1	0.0	0.04
OC(CNCC1(N2CCCCC2)CCCCC1)COc1ccc(Cl)cc1Cl (stereo not given)	-0.3	-9.28*
O=c1/c(=C/c2cccc3ccccc23)sc2ncnn12	-0.2	-0.02
Cc1noc(C)c1/C=N/Nc1ccc2ccccc2n1	0.7	-0.73
COc1cc(C(=O)NNC(=O)CCOc2ccccc2)cc(OC)c1OC	1.3	·
O=C(/C=C/c1ccc(F)cc1)N1CCN(S(=O)(=O)/C=C/c2ccccc2)CC1	0.4	0.68
CN(C)S(=O)(=O)N1CCC(CO)(CCc2ccccc2)CC1	-0.6	-0.8
CN(C)S(=O)(=O)c1cccc(NC(=O)CN2C(=O)NC(Cc3ccccc3)C2=O)c1 (stereo not given)	-1.3	·
CCN1CCN(c2cc(C)c3cc(NC(=O)Cc4ccc(OC)c(OC)c4)ccc3n2)CC1	-1.7	1.34
OC(COc1ccc(OCC(O)CN2CCCCC2)cc1)CN1CCCCC1 (stereo not given)	1.2	-0.05
O=C(c1cncc(Br)c1)N1CCCc2ccccc21	-3.5	-0.22
Next part
SMILES	STK33 inh	Kir21 block
O=C(COc1ccccc1)Nc1ccc(C(=O)N2CCCC2)cc1	2.1	1.32
CS(=O)(=O)Nc1ccc(C2=NN(C(=O)c3ccccc3)C(c3cccs3)C2)cc1 (stereo not given)	-2.3	0.14
CCCn1c(N)c(N(CCOC)C(=O)CSCC(=O)Nc2ccc(C)cc2)c(=O)[nH]c1=O	-0.7	·
Cc1ccc2c(c1)-n1c(nc3cc(Cl)ccc3c1=O)C(CC(C)C)NC2=O (stereo not given)	0.3	·
CCCc1nc2sc3c(c2c(=O)n1NC(=O)c1ccco1)CC(C)(C)OC3	0.3	0.17
Cc1ccc(-n2cccc2/C=C2\C(=N)N3N=C(C(C)C)SC3=NC2=O)cc1	0.5	0.31
COc1ccc(CN2C(=O)c3cccnc3C2=O)cc1S(=O)(=O)NCc1ccco1	0.0	0.36
CCOc1ccc2nc(SCC(=O)NCC3CCCO3)sc2c1 (stereo not given)	-2.4	·
CCN(CC)S(=O)(=O)c1ccc2nnn(OCC(=O)Nc3cccc(C#N)c3)c2c1	-2.5	0.76
CCN(CC)CCN(C(=O)c1ccc2c(c1)CCCC2)c1nc2ccc(F)cc2s1	-0.3	1.11
CCCN(CCC)CCNC(=O)c1cc2c(=O)n(C)c3ccccc3c2n1C	1.8	1.58
O=C(Nc1nnc(-c2ccccc2)o1)c1cccc(S(=O)(=O)N2CCOCC2)c1	-0.8	·
Cc1cccc2cc3c(N)c(C(=O)Nc4ccc(N5CCOCC5)cc4)sc3nc12	-0.9	-2.9
CCn1cc(S(=O)(=O)CC(=O)Nc2ccc(OC)cc2)c2ccccc21	-1.5	-0.55
O=[N+]([O-])CC(c1ccccc1)P(=O)(c1ccccc1)c1ccccc1 (stereo not given)	-1.3	0.57
CCOc1ccc2c(c1)C(N(CCN1CCOCC1)C(=O)Nc1ccc(OC)cc1OC)CC(C)(C)O2 (stereo not given)	-0.9	0.92
O=C(NCc1ccccn1)c1ccc(=O)oc1	-1.4	-0.79
CCOC(=O)C(CCCP(=O)(c1ccccc1)c1ccccc1)(NC(C)=O)C(=O)OCC	0.2	-0.03
Cc1ccnc(NS(=O)(=O)c2ccc(NC(=O)CCc3ccccc3)cc2)n1	-1.5	-0.32
COc1ccc(-c2nc3ncccn3c2Nc2ccc3c(c2)OCCO3)cc1	·	2.06
CN(CC(=O)Nc1cccc(F)c1)C(=O)c1cc(-c2cccs2)nn1-c1ccccc1	3.6	-0.47
CCC(=O)Nc1c(-c2cccs2)c(=O)c2ccccc2n1C	-1.7	-0.72
Cc1ccc(OCCSc2ncnc3nc[nH]c23)cc1	1.7	0.01
CC(=O)Nc1ccc(C(=O)N2CC(=O)NC(=O)C2)cc1	0.2	-0.11
Cc1ccc(S(=O)(=O)N2CCN(c3cc4c(cc3[N+](=O)[O-])n(C)c(=O)n4C)CC2)cc1	-1.1	1.49
Remaining list, next part:
SMILES	STK33 inh	Kir21 block
Cc1ccc(S(=O)c2ccc(NC(=O)C3CC3)cc2C#N)cc1 (stereo not given)	-2.6	-4.36
CC1(C)NC(=O)N(CC(=O)OCC(=O)Nc2sccc2C#N)C1=O	-1.1	-0.11
CC(=O)Nc1ccc(S(=O)(=O)NCCCN2CCOCC2)cc1	-0.8	-1.6
O=C(O)C1CCN(C(=O)NC2CCCCC2)CC1	-1.5	1.07
C/C(=N\NC(=S)Nc1ccccc1C)C1Cc2ccccc2C(=O)O1 (stereo not given)	-1.0	-0.29
O=C(Cn1c(=O)oc2ccccc21)Nc1ccc(F)cc1	-1.1	-0.3
COc1cc(OC)nc(NC(=O)CS(=O)(=O)c2ccccc2)n1	0.5	0.57
CCCCn1c(N)c(N(CCOC)C(=O)COC(=O)c2cc(CCC)c(C)s2)c(=O)[nH]c1=O	-0.4	0.79
Cc1c(NC(=O)C(C)OC(=O)COc2ccc(C#N)cc2)c(=O)n(-c2ccccc2)n1C (stereo not given)	-0.3	0.62
Clc1ccc(CN2CCN(c3ccccc3)CC2)cn1	-1.0	-1.75
[O-][n+]1onc2c1CCc1nnccc1-2	-2.0	-0.2
NS(=O)(=O)c1ccc(CCNC(=O)c2ccc3c(c2)N(Cc2ccccc2)CCS3)cc1	0.2	0.52
O=C(COC(=O)C1CC2C=CC1C2)NCCc1ccccc1 (stereo not given)	-0.3	0.79
CCOc1ccc(C(C(=O)NC2CCCCC2)N(C(=O)c2csnn2)C2CC2)cc1 (stereo not given)	2.5	2.12
C#CC[N+](C)(C)CC#Cc1ccc(C)cc1	-0.4	-1.22
COc1cccc(C(=O)OC(C)C(=O)Nc2ccc3c(c2)OCO3)c1 (stereo not given)	-0.2	·
COc1cc(C(=O)Nc2ccc(C(=O)c3cccs3)cc2)cc(OC)c1OC	0.2	-0.54
C[C@H](CO)N1C[C@H](C)[C@H](CN(C)S(=O)(=O)c2ccccc2)Oc2c(NS(C)(=O)=O)cccc2C1=O	0.5	·
COC(=O)CNC(=O)c1ccc2c(c1)S(=O)(=O)c1ccccc1C2=O	0.8	-3.03
Cc1nc2nc(-c3ccccc3)cc(=O)n2[nH]1	0.1	0.21
Nc1ncc2c(n1)-c1ccccc1CC2	3.5	-0.43
CCCCc1nnc(NC(=O)C2CC(=O)N(c3ccc4c(c3)OCCO4)C2)s1 (stereo not given)	-0.1	2.16
O=C(NNC(=O)c1ccco1)c1cccc(Br)c1	0.0	2.16
CCOc1cc(C2C(C(=O)O)c3cc(OCC)c(OCC)cc3C(=O)N2C)ccc1O (stereo not given)	1.1	1.57
O=C(CSc1n[nH]c(-c2ccccc2)n1)NC(=O)NCc1ccco1	2.0	-0.6

Part of the list above, as labelled records:
compound: [O-][n+]1onc2c1CCc1nnccc1-2
  STK33 inh = -2.0; Kir21 block = -0.2

compound: CCCCc1nnc(NC(=O)C2CC(=O)N(c3ccc4c(c3)OCCO4)C2)s1 (stereo not given)
  STK33 inh = -0.1; Kir21 block = 2.16

Going on with the list.
SMILES	STK33 inh	Kir21 block
COC(=O)c1ccccc1C(=O)c1cccc2ccccc12	-1.8	-0.65
CC(C)(O)C#Cc1ccc(CN2CCN(Cc3ccccc3)C(CCO)C2)cc1 (stereo not given)	-0.5	-0.7
CC(NC(=O)c1ccc(S(=O)(=O)Nc2ccccc2Cl)cc1)c1ccncc1 (stereo not given)	-0.9	·
Cc1nn(C)cc1CNC(=O)C1C2CCC(O2)C1C(=O)O (stereo not given)	-0.1	-0.36
O=S1(=O)CCC(NC(=S)Nc2ccc(Cl)cc2)C1 (stereo not given)	-0.6	0.34
CCN1C(=NCC(C)C)N[C@@H](c2cccc(F)c2)C(C(=O)OC)=C1C	-0.3	-1.88
CN(c1cccc(NC(=O)CSc2ccc(Cl)cc2)c1)S(C)(=O)=O	-0.5	0.57
C[C@]12CC[C@H](OC(=O)CCC(=O)O)CC1=CCC1C2CC[C@@]2(C)C1CC[C@@H]2N (stereo not given in full)	-0.3	·
Cc1cc(/C=C(\C#N)c2nnc(N3CCOCC3)n2-c2ccccc2)c(C)n1-c1ccccc1	-1.8	1.67
Cc1ccc(S(=O)(=O)N(Cc2cc3cccc(C)c3[nH]c2=O)c2ccccc2)cc1	-0.5	0.05
Cc1ccc(CN2CC(C(=O)N3CC(C)CC(C)C3)CC2=O)cc1 (stereo not given)	0.0	0.35
Cc1cs/c(=N\N=C\c2ccc(O)cc2)n1Cc1ccco1	0.1	0
O=C(Nc1ccc(C2CCCCC2)cc1)C1CCCN(c2ncccn2)C1 (stereo not given)	-1.3	-1.43
COc1cc(OC)cc(C(=O)N2CCN(Cc3ccc4c(c3)OCO4)CC2)c1	-2.5	-0.21
Cc1ccc(S(=O)(=O)N/N=C/C(C)(C)CO)cc1	0.0	-1.81
O=C(N[C@@H](Cc1ccccc1)C(=O)OCc1ccccc1)c1ccco1	-0.5	·
CC(C)(C)OC(=O)NCCCCCNC(=O)c1nc[nH]c1C(=O)NCC(=O)OCc1ccccc1	0.6	·
CCOC(=O)N1CCN(C(=O)C2CC(c3cc(OC)ccc3OC)=NO2)CC1 (stereo not given)	14.7	0.41
COc1ccc(OCC(=O)NC(=S)NNC(=O)COc2ccc(Br)cc2Cl)cc1	-1.3	0.08
Cc1ccccc1CSc1nnc(-c2ccncc2)o1	-0.9	0.04
COc1ccc(C)cc1S(=O)(=O)N(C)CC(=O)N1CCC(C)CC1	0.1	-1.58
Cc1ccc(N2C(=O)CC(NNc3nc4ccccc4s3)C2=O)cc1 (stereo not given)	1.5	0.65
O=C(COc1ccc(F)cc1)Nc1ccc2c(c1)OCCO2	0.0	-1.37
CCOc1ccccc1N=Nc1c(C)[nH]n(-c2ccccc2)c1=O	-0.9	-0.01
Oc1ccc(C(c2nnnn2C2CCCC2)N2CCc3ccccc3C2)cc1 (stereo not given)	0.2	0.21

Ordered by heavy-atom count (highest first): 5 of the compounds above.
SMILES	STK33 inh	Kir21 block
OC(CNCC1(N2CCCCC2)CCCCC1)COc1ccc(Cl)cc1Cl (stereo not given)	-0.3	-9.28*
COc1cc(-c2noc(C)c2C#Cc2nccn2C)cc(OC)c1OC	3.2	-0.1
COc1cc(OC)nc(NC(=O)CS(=O)(=O)c2ccccc2)n1	0.5	0.57
O=C(COc1ccc(F)cc1)Nc1ccc2c(c1)OCCO2	0.0	-1.37
Cc1nn(C)cc1CNC(=O)C1C2CCC(O2)C1C(=O)O (stereo not given)	-0.1	-0.36

Returning to the listing, starting 3 compounds before the break.
SMILES	STK33 inh	Kir21 block
O=C(COc1ccc(F)cc1)Nc1ccc2c(c1)OCCO2	0.0	-1.37
CCOc1ccccc1N=Nc1c(C)[nH]n(-c2ccccc2)c1=O	-0.9	-0.01
Oc1ccc(C(c2nnnn2C2CCCC2)N2CCc3ccccc3C2)cc1 (stereo not given)	0.2	0.21
Cc1cccc(N(CC(=O)Nc2ccc(CC#N)cc2)S(C)(=O)=O)c1	-0.1	-0.08
Cc1ccc(S(=O)(=O)Nc2cc3c(cc2C#N)OCO3)cc1C(N)=O	-1.3	-0.02
Cc1cc2cc(CNC(=O)Nc3ccccc3)ccc2n1C	-3.8	-0.02
CC(C)CCNC(=O)NC(=O)COC(=O)CCN=C1NS(=O)(=O)c2ccccc21	-0.2	-0.26
C=CCNC(=S)Nc1ccc(Cl)cc1F	-0.8	-0.78
Cc1cc(-c2onc(C)c2C(=O)Nc2ccc(C(F)(F)F)cc2)no1	-0.9	-0.98
Cc1c(Br)c(O)c(Br)c(O)c1/C=N/n1c(-c2ccccc2)n[nH]c1=S	2.4	0
O=C1CN(C(=O)COc2ccc([N+](=O)[O-])cc2Cl)c2ccccc2N1	-0.8	·
COc1ccc(-c2cc3c(=O)n(CC(=O)NCc4ccc(C)cc4)ncn3n2)cc1	-0.7	-0.85
c1ccc(-c2nnc(N3CCOCC3)nc2-c2ccccc2)cc1	-0.4	0.35
O=C(CCCCCCCC(=O)NNC(=O)Nc1ccccc1)NNC(=O)Nc1ccccc1	-0.6	1.2
CCC(=O)Nc1nnc(-c2ccco2)o1	-2.3	0.51
